Screens as filed in PubChem BioAssay.
VIM-2 inh: blocks Pseudomonas aeruginosa VIM-2 metallo-beta-lactamase; purified VIM-2, nitrocefin hydrolysis, epi-absorbance fluorescence; inhibition, % at 5.6 µM; 290,000 tested, 0.89% active; AID 1527;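 active means inhibition above the mean of all tested compounds plus 3 SD, cutoff set per screening run, cut at about 7.5% in these data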;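 further: red hydrolysis product quenches plate fluorescence so inhibitors raise well fluorescence; 0% = enzyme with DMSO and 100% = DMSO without enzyme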
p-CIP stab down: lowers stability of the mouse p/CIP coactivator protein | Q05BA5 | F442A p/CIP-EGFP cells, EGFP fluorescence, 16 h | decrease of EGFP signal, % at 10 µM | 290,000 tested, 0.01% active;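 active means EGFP signal decrease of at least 30% at 10 µM or well 3 SD below plate mean, unless failing retest; inactive means the rest, including hits failing retest or dose response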; further: some compounds called inactive have numbers as strong as hits; many of its hits are not listed in these tables
IMP-1 inhibitor: blocks Pseudomonas aeruginosa IMP-1 metallo-beta-lactamase; purified IMP-1, nitrocefin hydrolysis, epi-absorbance fluorescence; inhibition, % at 5.6 µM; 290,000 tested, 0.45% active; AID 1556;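 active means inhibition above the mean plus 3 SD of all compounds in the same screening run, cut at about 4.5% in these data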;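 further: 0% = IMP-1 with DMSO and 100% = DMSO wells lacking enzyme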
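System: purified recombinant IMP-1 beta-lactamase. Medium: Zinc- and detergent-supplemented HEPES buffer, pH 7.1. Compound: one 5.6 µM dose […]. Schedule: 15 min preincubation plus 25 min reaction at 25 °C. Technique: Epi-absorbance fluorescence, 480 nm excitation, 530 nm emission.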
SUMO HTRF inh: SUMOylation inhibition; P63279; 290,000 tested, 0.36% active; inhibition, % at 35 µM; HTRF SUMOylation assay, SAE1/SAE2 + UBC9, in vitro; in the data active means inhibition above about 50%, passing the limit was not always enough; further: strong numbers were not always called active
FID counter: counter-screen for HCV NS3 helicase inhibitors: DNA intercalator displacement; 290,000 tested, 0.17% active; DNA fluorescent intercalator displacement, fluorescence; inhibition, % at 7.9 µM; in the data active means inhibition above about 37%;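 further: 0% = vehicle and 100% = reference compound; higher means more ethidium bromide displaced from hairpin DNA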
M18AAP inhibitor: blocks P. falciparum M18 aspartyl aminopeptidase. recombinant PfM18AAP, H-Glu-NHMec fluorogenic cleavage. inhibition, % at 7.35 µM. 290,000 tested, 1.2% active;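 active means inhibition above the campaign mean inhibition over all tested compounds plus 3 SD, cut at about 28% in these data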;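 further: 0% = plate median of test compound wells and 100% = 2 mM ZnCl2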
IDE inh: inhibitors of human insulin-degrading enzyme in cells; HEK cells, FAbetaB cleavage, fluorescence polarization; inhibition, % at 5.59 µM; 320,000 tested, 0.41% active;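 active means percent inhibition above the average of all tested compounds plus 3 SD, set per screening campaign, cut at about 16% in these data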;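 further: IDE supplied by intact live HEK cells; FP after avidin binding of uncleaved biotin substrate so inhibition keeps polarization high; 0% = DMSO wells and 100% = 60 µM reference IDE inhibitor Ii1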
NS3 helicase inh: inhibitors of Hepatitis C virus NS3 helicase; NS3 helicase DNA unwinding, Cy5 molecular beacon fluorescence; 290,000 tested, 0.56% active; inhibition, % at 10.9 µM; AID 1800;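 active means inhibition above the mean of all tested compounds plus 3 SD, set per campaign, cut at about 35% in these data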;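 further: 0% = DMSO wells and 100% = thioflavine S control wells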
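Compound dosing – single dose, 10.9 µM nominal final, DMSO 0.8% final · System – NS3 helicase fragment of HCV · Buffer or medium – MOPS pH 6.5, MgCl2, DTT, Tween20, BSA · Signal – Cy5 beacon fluorescence read at start and 1 h · Also added – annealed dual-labelled DNA beacon duplex, ATP-started · Schedule – 1 h at 25 °C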
IDE act: IDE (human) activation, cell-based | P14735 | HEK cells, FAbeta-B cleavage, fluorescence polarization; 0% vehicle, 100% cell-free pure enzyme wells | activation, % at 5.96 µM | 340,000 tested, 0.073% active;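 active means activation above the mean of all tested compounds plus 3 SD, set per screening campaign, cut at about 17% in these data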
* marks the source's active call; other numbers are inactive results; . = not tested or not shown.

SMILES	VIM-2 inh	p-CIP stab down	IMP-1 inhibitor	SUMO HTRF inh	FID counter	M18AAP inhibitor	IDE inh	NS3 helicase inh	IDE act
O=C(O)C1Nc2c(cccc2C(F)(F)F)C2C=CCC12 (configuration not stated)	0.7	-7	-1.7	23	-11	-21	.	7	.
O=C(CSc1n[nH]c(=O)[nH]c1=O)NCC1CCCCC1	-1.0	-1	-2.3	7	-1	3	2	6	5
Clc1ccccc1C1CC(c2ccccc2)=Nc2ccccc2N1 (configuration not stated)	-1.2	-7	-0.4	7	-11	6	6	0	3
Cc1ccccc1NC(=S)Nn1cnnc1	-0.4	4	-0.8	3	1	73*	1	-1	3
COc1cccc(-c2nc(-c3ccc(NC(=O)c4ccncc4)cc3)no2)c1	0.4	-8	-1.4	6	-1	-12	-2	-3	2
O=C(NNC(=O)C1C2CCC(C2)C1C(=O)O)c1cccc(Cl)c1 (configuration not stated)	-3.1	4	-1.7	2	-3	-2	-1	11	4
CC1CN(C(=O)COc2ncnc3ccccc23)CC(C)O1 (configuration not stated)	-2.9	2	-0.1	-24	3	2	0	0	7
Cc1ccc(C(=O)c2coc3ccc(O)c(Cl)c23)cc1	0.6	6	-3.3	13	-11	6	-2	-3	3
COC(=O)c1ccc(NC(=O)c2ccc3c(c2)C(=O)N(Cc2cccnc2)C3=O)cc1	0.1	-74	2.8	5	-22	6	1	1	-5
Cc1c(C=O)n(C)n(-c2ccccc2)c1=O	0.2	4	-0.6	1	-9	-5	0	0	-1
COc1cc(C(=O)NCCC(=O)NC2CCC(C)CC2)cc(OC)c1OC (configuration not stated)	-1.8	-9	-0.8	-3	-34	9	7	23	-3
O=C(Nc1scc(-c2ccccc2)c1C(=O)O)c1ccccc1Cl	-1.1	-15	-2.8	7	-18	6	-16	26	0
N#C/C(=C(\O)Cc1ccccc1)c1nc2ccccc2[nH]1	-4.8	-4	-4.1	32	2	2	-1	5	-5
Cc1ccc(S(=O)(=O)NCc2ccncc2)cc1	-3.5	-9	-3.9	13	-2	1	3	-28	6
COc1cc(OC)cc(C(=O)NCc2cccnc2)c1	1.2	-2	-0.6	19	1	-4	7	-9	4
CC(C)CCN1CCN(Cc2ccc(C#CC(C)(C)O)s2)CC1CCO (configuration not stated)	-4.2	-6	-2.2	3	18	2	-4	8	6
Cc1onc(-c2ccccc2Cl)c1C(=O)N1CCC(Cc2ccccc2)CC1	-2.1	-5	-2.6	-5	-49	-1	3	-9	6
Cc1nccn1CC(O)COC1CCCCC1 (configuration not stated)	-2.8	2	-1.6	6	4	-2	6	1	-1
CC(=O)c1cc2c(cc1NS(=O)(=O)c1ccc3c(c1)OCCO3)OCO2	-1.8	-18	-5.2	9	-3	-3	-3	-2	5
CCCNC(=O)c1ccc2c(c1)S(=O)(=O)c1ccccc1C2=O	-1.1	8	-1.5	8	1	3	-5	1	8
O=C(NCC1CCCO1)C1CCN(S(=O)(=O)c2cc(Cl)ccc2Cl)CC1 (configuration not stated)	0.8	-8	0.5	17	-25	2	4	0	2
CC(C)n1c(-c2ccco2)csc1=Nc1cccnc1	0.4	-18	-2.4	-4	-9	-5	5	2	2
O=C(Nc1cccc(Cl)c1)N1CCN(Cc2ccccc2)CC1	-3.0	5	-1.4	-13	4	-1	1	-6	1
COc1cc(CN2CCNC(=O)C2CC(=O)N2CCCCO2)cc(OC)c1 (configuration not stated)	-2.5	-6	-3.6	-10	-7	-10	0	-12	2
Cc1ccccc1C(=O)N1CCN(c2ccc([N+](=O)[O-])c(NCc3ccco3)c2)CC1	-1.1	7	-1.1	19	-1	-6	-2	-3	8

Reprinted at random: two records from the list, in no set order.
SMILES	VIM-2 inh	p-CIP stab down	IMP-1 inhibitor	SUMO HTRF inh	FID counter	M18AAP inhibitor	IDE inh	NS3 helicase inh	IDE act
O=C(NNC(=O)C1C2CCC(C2)C1C(=O)O)c1cccc(Cl)c1 (configuration not stated)	-3.1	4	-1.7	2	-3	-2	-1	11	4
COC(=O)c1ccc(NC(=O)c2ccc3c(c2)C(=O)N(Cc2cccnc2)C3=O)cc1	0.1	-74	2.8	5	-22	6	1	1	-5

Next section.
SMILES	VIM-2 inh	p-CIP stab down	IMP-1 inhibitor	SUMO HTRF inh	FID counter	M18AAP inhibitor	IDE inh	NS3 helicase inh	IDE act
CCOC(=O)CCCNc1ccc([N+](=O)[O-])cc1[N+](=O)[O-]	0.2	12	0.6	-18	11	2	-1	-2	4
CCC1Oc2ccccc2N(CC(=O)NCCc2ccc(OC)c(OC)c2)C1=O (configuration not stated)	-0.8	-9	0.0	11	-18	-2	6	-2	-1
CCn1cc(-c2ccnc3cc(C(=O)O)nn23)c(C)n1	-1.7	-3	-3.2	48	-2	-1	2	-11	11
c1ccc(Cc2nnc3n2CCCCC3)cc1	-2.2	-11	-2.5	17	3	1	3	-3	-3
CCc1cc2c(=O)n(C(C)C(=O)OC3CCCCC3)cnc2s1 (configuration not stated)	-3.3	-5	2.6	6	-26	-2	6	1	-3
COc1ccccc1NC(=O)CSc1nc(N)c(C#N)cc1C#N	-1.7	-22	-5.1	-2	-2	-9	-6	-3	.
CC(C)c1[nH]nc2c1C(c1cccnc1)C(C#N)=C(N)O2 (configuration not stated)	-1.6	1	-1.4	-21	-2	0	0	12	-14
Brc1csc2ncccc12	-2.1	-2	-2.7	16	-3	-18	0	-2	3
CC(C)n1c(N2CCN(C(=O)N3CCCCC3)CC2)nc2ccccc21	2.2	-17	1.1	7	-35	-5	-4	4	5
CN(C)c1cccc(C(=O)Nc2cccc(F)c2)c1	-1.9	-18	-3.6	2	-3	1	3	3	-4
COc1ccc(-c2nnn(CC(=O)OC3CCCCC3)n2)cc1OC	-3.6	-4	-4.4	25	-12	-6	0	3	3
CCCCN=C1CC(C)(C)CC(=O)/C1=C(/O)CCCN1C(=O)c2ccccc2C1=O	1.5	1	0.4	5	-26	-2	2	1	4
O=C(CSc1nc2ccccc2[nH]1)NCCCn1ccnc1	0.9	-8	-1.0	8	-3	3	0	2	5
Cc1cc2nc(CCl)cc(=O)n2[nH]1	-1.4	4	-2.5	16	0	6	2	-6	2
COc1ccc(-n2c(=O)[nH]cc(C(=O)Nc3ccc4c(c3)OCO4)c2=O)cc1OC	0.2	-13	-1.4	32	-18	-3	-3	-1	8
Cc1ccc(N2C(=O)CC(N3CCN(C)CC3)C2=O)cc1 (configuration not stated)	-2.0	-3	-4.4	3	-4	-3	.	13	.
CC(C)CCN1C(=O)c2ccc(C(=O)Nc3c[nH]c(=O)[nH]c3=O)cc2C1=O	0.4	17	-2.0	13	-1	-1	2	-9	2
Cc1c(C)n(C)c2ccc(C(=O)Nc3cccc4ccccc34)cc12	-2.9	-16	-1.2	10	-14	-7	3	1	2
CC(=O)C(/C=N/c1cc(-c2ccc(C)cc2)nn1-c1ccccc1)=C(\C)O	0.7	0	0.8	8	-2	-4	-3	-6	5
N#CC(=C=[N-])c1nc2ccccc2nc1-[n+]1cccc(NC(=O)c2cccs2)c1	0.6	-5	-2.3	26	5	-7	-2	-2	2
CCC(C)[C@H](NC(=O)[C@@H]1CSC2c3ccccc3C(=O)N21)C(=O)NCC1CCCO1 (some centres not stated)	0.8	4	-1.2	13	-35	-8	-1	1	-2
COc1cccc(C2C(C#N)=C(N)Oc3cc(C)n(Cc4ccccn4)c(=O)c32)c1OC (configuration not stated)	0.8	-3	-3.4	8	-8	2	4	-3	4
CC1CN(C(=O)/C=C/c2ccc(SC(F)F)cc2)CC(C)O1 (configuration not stated)	-3.2	-6	-3.1	12	-27	-9	3	-12	1
CCN1CCN(CC(=O)Nc2cccc(C)c2C)C(=O)C1=O	6.9	-7	-3.0	-2	2	15	4	23	3
CCOC(=O)C1(CCCc2ccccc2)CCN(Cc2cnc(C)s2)CC1	-5.2	-5	-2.4	13	1	3	-4	-10	7

4 of the entries above in order of their number in p-CIP stab down, low to high.
canonical_smiles	p-CIP stab down
COc1ccccc1NC(=O)CSc1nc(N)c(C#N)cc1C#N	-22
CC1CN(C(=O)/C=C/c2ccc(SC(F)F)cc2)CC(C)O1 (configuration not stated)	-6
CCc1cc2c(=O)n(C(C)C(=O)OC3CCCCC3)cnc2s1 (configuration not stated)	-5
Brc1csc2ncccc12	-2

Next part:
SMILES	VIM-2 inh	p-CIP stab down	IMP-1 inhibitor	SUMO HTRF inh	FID counter	M18AAP inhibitor	IDE inh	NS3 helicase inh	IDE act
CC1(C)CC(N2CCCC2)=CC(=[N+]2CCCCCC2)C1	1.8	4	-0.3	28	12	8	11	-2	2
CCC(C)N(C)C1CCN(C(=S)Nc2cccc(SC)c2)CC1 (configuration not stated)	-2.7	-1	-1.4	2	14	41*	2	23	5
COC(=O)Nc1cc(C)n(-c2ccccc2)n1	-0.9	-6	-1.7	24	-2	-7	7	14	-4
CSC1=NCCN1C(=O)c1c(F)cccc1Cl	-2.1	-5	-3.5	2	-12	4	6	26	1
CCN(CC)S(=O)(=O)c1ccc(-c2nnc(SCC(=O)Nc3ccc4c(c3)OCO4)o2)cc1	-2.7	-14	-3.7	1	-5	2	-2	-8	4
O=c1c2c(-c3ccc(Cl)cc3)csc2ncn1/N=C/c1cccc([N+](=O)[O-])c1O	-1.1	-2	-1.7	-20	-2	1	3	3	2
O=C(c1coc(=O)c2ccccc12)N1CCN(Cc2ccccc2)CC1	0.0	4	-1.0	-6	-10	1	9	4	-1
COc1ccc(C(=O)C2CCCN(C3Cc4ccccc4C3)C2)cc1OC (configuration not stated)	-1.1	5	-1.8	5	2	-11	-3	3	0
O=C(C1CC1c1ccccc1)N1CCN(c2cccc(Cl)c2)CC1 (configuration not stated)	-5.2	-11	-2.7	-16	-30	0	.	-7	4
Cc1cnc(C(=O)Nc2ccc(N3CCN(C(=O)OC(C)(C)C)CC3)cc2)cn1	-2.9	13	-2.7	-5	-2	2	4	-5	8
COC(=O)/C=C/c1oc2ccccc2c1C	-0.2	-6	0.1	7	1	-7	8	-8	6
NC(=O)c1ccc(NC(=O)c2ccc3c(c2)CCN3S(=O)(=O)c2ccccc2)cc1	-7.0	-8	-4.9	-9	-30	6	-2	-5	2
CCN(CC(=O)NCc1ccc(F)cc1)C(=O)C1CC1C (configuration not stated)	0.9	-14	-0.7	10	-3	-14	3	-3	1
Cc1ccc(-c2cc(-c3ccccc3[N+](=O)[O-])[nH]n2)c(O)c1	-4.7	5	-2.3	-9	6	15	-1	-16	-4
COC(=O)c1sc(-c2ccc(Cl)cc2)cc1NC(=O)c1ccccc1C(=O)O	-1.0	-7	0.4	6	-18	0	-1	18	7
Cc1cccc(N2CCN(CC(=O)Nc3ccccc3[N+](=O)[O-])CC2)c1C	-2.4	-8	-2.5	-12	0	2	6	0	4
O=C(O)c1ccc(NC(=S)NCc2ccccc2)cc1	-1.5	-10	-0.8	3	3	1	-3	6	4
N#C/C(=C\c1cn(CC(=O)N2CCCC2)c2ccccc12)C(=O)NCc1ccc2c(c1)OCO2	0.4	-3	-3.6	15	-16	4	-8	-2	3
Cc1ccc(NS(=O)(=O)c2ccc(NC(=O)C3CC3)cc2)cc1C	-1.2	-8	-0.9	-8	-6	4	.	-9	-4
O=C(COC(=O)C1CC(O)CN1S(=O)(=O)c1ccc(Cl)cc1)c1ccccc1 (configuration not stated)	-0.4	-4	-3.4	-5	-15	-3	1	7	3
